High-throughput results deposited in PubChem BioAssay by several laboratories.
Rtt109 HAT inh: blocks Candida albicans Rtt109/Vps75 acetyltransferase activity; Q5AAJ8; purified Rtt109/Vps75, ThioGlo CoA-SH fluorescence, 4 h; inhibition, % at 34.9 µM; hit rate 0.16% among 330,000;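 active = inhibition of at least 50% in every replicate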
SR-BI uptake up: SR-BI HDL lipid transfer activation; CHO ldlA[mSR-BI] cells, DiI-HDL uptake fluorescence, 3 h; 100 = double the neutral-control signal; activation, % at 12.5 µM; hit rate 0.096% among 320,000;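 active = mean replicate activation of at least 60% and every replicate at or above 60%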;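 also: 0% = median plate neutral-control signal and 100% = twice that signal; values of inactives mirror those of a sister screen read the other way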
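Material: SR-BI-overexpressing, LDLR-lacking CHO cells | Dosing: Single compound concentration, delivered by pin transfer | Probe or stimulus: Labelled HDL, 10 µg/mL | Signal: Bottom-read cell fluorescence after medium removal, ex 550/em 595 nm | Schedule: 3 h, 37 °C | Evaluation: HDL uptake via cellular fluorescence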
Wnt act: activates Wnt/beta-catenin signaling in a reporter cell assay. activator, plate reader. activation, % at 9.35 µM. hit rate 1.2% among 300,000. AID 743398; in the data active = activation above about 30%, passing the limit was not always enough;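 also: 0% = neutral control wells and 100% = positive control wells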
HTR5A ag: counter-screen for OPRM1-OPRD1 agonists: human HTR5A agonism; P47898; HTR5A agonist assay, luminescence, cell-based; activation, % at 9.3 µM; hit rate 0.61% among 340,000; in the data active = activation mostly above about 9.5%, no sharp cut-off; inactive = mostly below about 7.6%;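 also: 0% = cells with vehicle only and 100% = reference agonist; strong numbers were not always called active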
Target sequence (P47898 whole entry, looked up): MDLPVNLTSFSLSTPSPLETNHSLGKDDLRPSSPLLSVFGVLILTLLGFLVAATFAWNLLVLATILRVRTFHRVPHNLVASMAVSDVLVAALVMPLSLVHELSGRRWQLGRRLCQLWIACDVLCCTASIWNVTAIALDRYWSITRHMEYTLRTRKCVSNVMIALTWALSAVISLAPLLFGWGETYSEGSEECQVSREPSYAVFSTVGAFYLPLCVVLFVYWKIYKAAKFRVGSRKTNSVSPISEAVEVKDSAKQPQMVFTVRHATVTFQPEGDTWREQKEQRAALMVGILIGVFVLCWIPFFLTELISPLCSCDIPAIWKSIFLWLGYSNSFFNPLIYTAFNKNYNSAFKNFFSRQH
MITF TRPM1 HTS: increases MITF-driven TRPM1 promoter luciferase signal. activation, % at 12.5 µM. hit rate 0.75% among 300,000. SK-MEL-5 TRPM1-promoter luciferase, 24 h; % of positive control, neutral wells = 0;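 active = mean activation of at least 80% with every replicate also reaching 80%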;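 also: 0% = neutral control wells and 100% = parthenolide positive control wells; values of inactives mirror those of a sister screen read the other way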
PvdQ inh: P. aeruginosa PvdQ acylase inhibition | hit rate 0.063% among 340,000 | AID 488965 | inhibition, % at 10 µM | purified PvdQ acylase, fluorescence plate reader; in the data active = inhibition above about 30%, passing the limit was not always enough;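 also: 0% = vehicle neutral wells and 100% = reference inhibitor wells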
SR-BI HDL uptake: inhibitors of mouse SR-BI mediated HDL lipid uptake; Q61009; ldlA[mSR-BI] CHO cells, DiI-HDL uptake fluorescence, 3 h; inhibition, % at 12.5 µM; hit rate 0.96% among 320,000; AID 488896;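 active = mean replicate inhibition of at least 70% and a set share of replicates each scoring 70 or more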;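 also: 0% = median of neutral control wells and 100% = median of positive control wells; values of inactives mirror those of a sister screen read the other way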
cardiac RTF act: increases calcium sensitivity of human cardiac regulated thin filaments; P19429+P45379; IANBD-labeled TnC RTF fluorescence at EC20 calcium; 0% EC20 calcium, 100% full calcium; activation, % at 7.2 µM; hit rate 0.24% among 340,000;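 active = activation above the mean over all tested compounds plus 3 SD, cut at about 30% in these data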;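 also: rise in fluorescence read as greater calcium sensitivity of cardiac thin filaments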
dFosB activator: activators of mouse delta FosB homodimer | activation, % at 25 µM | hit rate 0.99% among 340,000 | purified delta FosB, TAMRA-CDK5 oligo fluorescence polarization; percent of positive-control signal above neutral wells | P13346;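 active = mean activation above about 17%, with every replicate also reaching it, limit read from the data, passing the limit was not always enough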;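 also: fluorescence polarization rise as delta FosB binds a TAMRA Cdk5 AP-1 oligo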
CDK5 p35 inh: inhibitors of human CDK5/p35 kinase | Q00535+Q15078 | Recombinant CDK5/p35, ADP-Glo luminescence, 60 min | inhibition, % at 10 µM | hit rate 0.01% among 330,000 | AID 488839;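 active = highest replicate inhibition of at least 50% and at least 75% of replicates reaching 50%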;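 also: plate controls were DMSO neutral control for no effect and GW8510 at 10 µM for full effect; many of its hits are not listed in these tables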
Target sequence (Q00535 whole entry, looked up): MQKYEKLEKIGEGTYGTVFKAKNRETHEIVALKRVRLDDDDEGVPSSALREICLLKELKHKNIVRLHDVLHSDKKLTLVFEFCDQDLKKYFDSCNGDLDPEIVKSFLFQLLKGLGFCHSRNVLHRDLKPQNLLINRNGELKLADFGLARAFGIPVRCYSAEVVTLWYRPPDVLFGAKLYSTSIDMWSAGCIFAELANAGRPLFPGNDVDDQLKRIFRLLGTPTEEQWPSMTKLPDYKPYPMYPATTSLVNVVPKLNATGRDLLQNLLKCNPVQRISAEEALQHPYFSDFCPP
Target sequence (Q15078 whole entry, looked up): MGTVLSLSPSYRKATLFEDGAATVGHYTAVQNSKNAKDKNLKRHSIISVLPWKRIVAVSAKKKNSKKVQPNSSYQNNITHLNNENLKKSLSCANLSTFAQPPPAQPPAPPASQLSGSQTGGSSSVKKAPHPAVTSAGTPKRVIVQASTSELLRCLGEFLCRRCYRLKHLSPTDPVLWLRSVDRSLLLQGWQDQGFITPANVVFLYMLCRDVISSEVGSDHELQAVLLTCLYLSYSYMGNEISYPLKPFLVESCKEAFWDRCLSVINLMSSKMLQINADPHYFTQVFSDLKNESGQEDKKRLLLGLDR
Numbers without * were called inactive; · = no result given. This is a random part of the collection, and some 4.4% of all compounds hit somewhere here.

SMILES	Rtt109 HAT inh	SR-BI uptake up	Wnt act	HTR5A ag	MITF TRPM1 HTS	PvdQ inh	SR-BI HDL uptake	cardiac RTF act	dFosB activator	CDK5 p35 inh
Cc1ccc(NC(=S)N(C)C(c2ccccc2)c2ccccc2)cc1C	-4.0	-27.2	1.3	4.2	-7.2	2.7	27.2	-2.9	-7.0	1.4
O=C(CN1CCN(c2cnn(-c3ccccc3)c(=O)c2Cl)CC1)NC1CCS(=O)(=O)C1 (stereo not drawn)	-6.3	-4.5	8.1	-1.0	0.8	-14.7	4.5	5.3	-2.5	0.2
OC(COc1ccc(Cl)cc1)CN1CCN(c2ccccn2)CC1 (stereo not drawn)	-2.3	·	0.1	1.6	·	-10.0	·	1.1	-3.5	-1.4
CCC(C)(C)n1nnnc1C(c1ccc(Cl)cc1)N1CCN(C)CC1 (stereo not drawn)	-0.1	26.4	·	-0.5	10.0	-2.3	-26.4	3.6	3.5	0.2
O=C(COc1ccc(/C=N/NC(=O)c2cccnc2)cc1)Nc1ccccc1	-6.1	13.1	1.4	-0.6	12.0	-16.1	-13.1	5.2	-6.8	-2.7
COC(=O)C1=C(C)N(c2ccc(C)cc2)/C(=C/c2cccs2)C1=O	4.9	-0.3	0.8	-0.6	·	-6.1	0.3	6.2	-8.2	-0.5
CNC(=O)CN1C(=O)COc2ccc(S(=O)(=O)N3CCCCCC3)cc21	1.8	7.6	-1.0	-1.9	0.8	-13.1	-7.6	3.4	2.1	0.0
O=C(OCN1C(=O)c2ccccc2C1=O)c1cc(S(=O)(=O)N2CCOCC2)ccc1F	27.3	9.2	10.0	3.4	-1.5	0.4	-9.2	3.9	2.1	-0.6
Cc1cc2oc(=O)cc(CN3CCCCC3C)c2cc1C(C)C (stereo not drawn)	3.5	·	-3.0	-1.3	-24.2	-9.7	·	-2.8	-8.5	-0.5
O=C(NCCc1ccccc1)C1CCC(CNc2c(N3CCCCC3)c(=O)c2=O)CC1 (stereo not drawn)	-7.5	11.5	-0.3	6.1	·	-16.2	-13.8	3.6	-4.1	-1.5

A second format for part of the listing above.
Each structure is followed by: Rtt109 HAT inh	SR-BI uptake up	Wnt act	HTR5A ag	MITF TRPM1 HTS	PvdQ inh	SR-BI HDL uptake	cardiac RTF act	dFosB activator	CDK5 p35 inh
- O=C(CN1CCN(c2cnn(-c3ccccc3)c(=O)c2Cl)CC1)NC1CCS(=O)(=O)C1 (stereo not drawn)
    -6.3	-4.5	8.1	-1.0	0.8	-14.7	4.5	5.3	-2.5	0.2
- OC(COc1ccc(Cl)cc1)CN1CCN(c2ccccn2)CC1 (stereo not drawn)
    -2.3	·	0.1	1.6	·	-10.0	·	1.1	-3.5	-1.4
- CCC(C)(C)n1nnnc1C(c1ccc(Cl)cc1)N1CCN(C)CC1 (stereo not drawn)
    -0.1	26.4	·	-0.5	10.0	-2.3	-26.4	3.6	3.5	0.2
- O=C(COc1ccc(/C=N/NC(=O)c2cccnc2)cc1)Nc1ccccc1
    -6.1	13.1	1.4	-0.6	12.0	-16.1	-13.1	5.2	-6.8	-2.7
- COC(=O)C1=C(C)N(c2ccc(C)cc2)/C(=C/c2cccs2)C1=O
    4.9	-0.3	0.8	-0.6	·	-6.1	0.3	6.2	-8.2	-0.5
- CNC(=O)CN1C(=O)COc2ccc(S(=O)(=O)N3CCCCCC3)cc21
    1.8	7.6	-1.0	-1.9	0.8	-13.1	-7.6	3.4	2.1	0.0
- O=C(OCN1C(=O)c2ccccc2C1=O)c1cc(S(=O)(=O)N2CCOCC2)ccc1F
    27.3	9.2	10.0	3.4	-1.5	0.4	-9.2	3.9	2.1	-0.6
- Cc1cc2oc(=O)cc(CN3CCCCC3C)c2cc1C(C)C (stereo not drawn)
    3.5	·	-3.0	-1.3	-24.2	-9.7	·	-2.8	-8.5	-0.5

Carrying on:
SMILES	Rtt109 HAT inh	SR-BI uptake up	Wnt act	HTR5A ag	MITF TRPM1 HTS	PvdQ inh	SR-BI HDL uptake	cardiac RTF act	dFosB activator	CDK5 p35 inh
CCOc1cc(Cl)c(NC(=O)CC)cc1OCC	-7.8	-27.8	-6.7	-2.4	-6.0	7.2	27.8	7.8	0.2	0.3
COc1ccc(S(=O)(=O)NCCc2ccccc2)cc1OC	2.6	0.4	0.2	-2.0	-6.9	5.7	-0.4	-6.6	3.5	-0.3
N#C/C(=C\c1ccc(N2CCOCC2)o1)c1ccccc1	-4.4	-34.2	1.1	2.5	86.8*	10.9	34.2	2.6	-8.3	-1.0
Cc1cc(C)n2nc(SCC(=O)N3CCCCC3C)nc2n1 (stereo not drawn)	1.3	23.1	0.8	0.9	·	-9.6	-23.1	-2.6	-1.0	2.0
CCOC(=O)C1CCN(C(=O)COC(=O)CNS(=O)(=O)c2ccc(SC)c([N+](=O)[O-])c2)CC1	5.4	8.2	-1.2	-1.1	0.0	-13.5	-8.2	-0.3	-4.5	-1.0
CCn1c(=NC(=O)CS(=O)(=O)c2ccc(C)cc2)sc2cccc(OC)c21	-9.2	-0.5	-8.8	-1.0	1.7	-10.5	0.5	0.9	-5.9	1.3
CN1/C(=C\C(=O)CSc2cccc[n+]2[O-])C(C)(C)c2ccccc21	-18.1	3.4	-1.3	4.1	-8.4	-11.5	-3.4	0.6	7.6	1.7
CCCS(=O)(=O)N1CCN(CCN2C(=O)c3cccc4cccc(c34)C2=O)CC1	5.0	-10.3	0.2	2.1	11.8	4.8	10.3	-4.7	3.4	0.9
CN(CC(=O)NCCc1ccc(S(N)(=O)=O)cc1)Cc1c(F)cccc1Cl	1.2	·	-1.0	3.1	·	-14.2	·	-1.8	-1.0	0.6
O=C(/C=C/c1ccco1)NC(=S)Nc1ccccc1N1CCOCC1	-2.4	-19.7	·	-2.2	2.9	-4.6	19.7	-0.4	-2.9	-2.0
CC(C)(C)c1ccc(C(=O)NCC2CCCN2S(=O)(=O)c2ccccc2)cc1 (stereo not drawn)	13.2	7.6	4.4	-5.2	6.1	-4.4	-7.6	-4.7	-6.1	-1.3
O=C1CCCN2N=C(SCC(=O)N3CCCCC3)SC2=N1	6.0	7.5	3.8	7.3	-12.8	2.8	-7.5	1.4	-5.3	-0.6
COc1ccc(-c2noc(CCCC(=O)Nc3ccc(C(N)=O)cc3)n2)cc1	24.3	7.8	·	1.5	0.8	-7.5	-7.8	1.8	-1.2	1.1
Cc1ccccc1NC(=O)CC(=O)c1ccccc1	-1.5	6.2	-0.3	-4.1	13.4	-7.0	-6.2	0.2	3.9	0.2
O=C1C=C(c2ccc3ncccc3c2)C[C@@H](c2ccc(F)cc2)C1	2.0	-59.1	·	0.5	9.8	-1.7	59.1	-0.1	-2.9	-1.4
Cc1csc2c(N3CCN(S(=O)(=O)c4ccc(Cl)cc4)CC3)ncnc12	0.1	3.9	3.6	3.3	3.9	-20.8	-3.9	-1.1	-0.6	0.6
Cc1ccc2[nH]c(C(=O)O)c(NC(=O)CN3CCN(c4cccc(C)c4C)CC3)c2c1	-0.8	-11.8	·	3.9	-5.3	-7.7	11.8	-1.5	-0.8	-3.2
CCn1cnc2c1c(=O)n(CC(=O)Nc1cc(C)on1)c(=O)n2Cc1ccccc1	7.0	16.8	12.5	-1.9	-5.0	-11.3	-16.8	1.8	-2.0	2.0
O=C(CCc1nnc2ccc(NCc3ccco3)nn12)Nc1ccccn1	11.3	10.9	0.3	3.9	18.5	-11.1	-10.9	2.3	-5.7	-0.5
Cc1ccc2c(CN3CCN(CCO)CC3)cc(=O)oc2c1C	-3.7	16.8	·	2.4	2.4	-0.4	-16.8	0.2	-10.5	0.4
Cc1cc(NCCCO)n2c(nc3ccccc32)c1C#N	-37.7	26.2	5.8	1.3	1.0	2.0	-26.2	-4.2	-5.9	1.6
CCN(CC)CCCNc1oc(-c2cccc(Cl)c2)nc1C#N	-4.7	21.0	·	0.4	16.1	-23.7	-21.0	-3.0	5.3	0.8
CCOC(=O)c1c(NC(=O)CSc2nnc(-c3cccnc3)n2Cc2ccco2)sc(C)c1C	-3.8	-42.1	-6.8	1.4	-18.8	-5.6	42.1	12.7	-16.4	-6.7
COc1ccc(/C=N/NC(=O)CSc2nnc(CCCc3ccc(OC)c(C)c3)o2)cc1	-1.9	·	·	2.3	-4.0	-8.5	45.4	12.5	-5.5	0.0
COc1ccc(CNC(=S)Nc2ccccc2)cc1Cl	13.9	-18.9	-0.5	3.2	7.8	13.3	18.9	-0.1	-1.1	0.3
O=C1Cc2ccccc2C(=O)N1c1ccccc1	2.4	29.9	-0.3	1.6	2.5	-7.4	-29.9	-0.8	-8.4	3.0
Nc1nc(O)c(CC(=O)O)s1	2.2	1.1	0.7	3.0	3.1	-14.9	-1.1	-3.4	-1.1	0.2
CCn1nc(C(=O)NCCc2ccc3c(c2)OCCO3)c2ccccc2c1=O	3.8	-9.2	-3.5	-2.2	-15.7	-6.7	9.2	-3.9	-14.4	0.8
O=C(O)c1cc(NS(=O)(=O)c2cccc3nsnc23)cc(C(=O)O)c1	4.4	20.9	1.4	2.0	7.7	20.8	-20.9	-3.5	6.3	-0.4
C[C@H](CO)N1C[C@H](C)[C@@H](CN(C)S(=O)(=O)c2ccccc2)Oc2c(NC(=O)C3CC3)cccc2C1=O	-4.7	-6.8	12.9	-8.7	4.0	-0.1	6.8	-1.9	-5.1	0.1
CC1CN(S(=O)(=O)c2cccc3nsnc23)CC(C)O1 (stereo not drawn)	-9.3	-5.0	·	11.7	5.9	-15.2	5.0	-4.0	-3.9	0.5
CCn1c(SCC(=O)N(C)Cc2ccc(OC)c(F)c2)nc2cc(S(N)(=O)=O)ccc21	6.9	10.2	3.5	-3.0	3.2	14.1	-10.2	4.4	9.7	3.5
CCCc1cc(C(=O)NNC(=S)NCC)c2ccccc2n1	-3.9	26.0	·	-0.9	7.4	6.4	-26.0	1.2	5.0	-1.2
COc1ccc2cc(CNCCOCCOCCNCc3ccc4cc(OC)ccc4c3)ccc2c1	0.0	17.3	-4.6	6.6	-91.3	-8.0	-17.3	-2.1	2.2	-1.2
Cc1ccc(NC(=O)CN2C(=O)N/C(=C\c3cccn3-c3cccc(C(=O)O)c3)C2=O)cc1	12.8	6.3	·	-1.2	-7.2	-6.8	-6.3	-3.4	-13.3	-0.9
CN(CCCNC(=O)CCC(=O)N1CCOc2ccc(Cl)cc21)Cc1ccccc1	-1.8	15.5	-1.7	6.8	4.2	-13.9	-15.5	4.1	-4.9	2.9
O=C(CCN1CCOCC1)Nc1ccc2c(c1)CCC2	-3.6	-25.2	·	-0.1	0.5	-10.1	25.2	10.1	1.8	0.6
CC(OC(=O)c1oc2ccccc2c1COc1ccccc1)C(=O)NC(N)=O (stereo not drawn)	5.7	-3.9	-0.6	-0.2	7.9	3.8	3.9	-0.4	2.9	-1.2
